Screens deposited in PubChem by several laboratories.
RPL19A TOR yeast = modulators of TOR pathway RPL19A-GFP in S. cerevisiae; 330,000 compounds, 0.3% hits; percent response vs DMSO, % at 10 µM; S. cerevisiae RPL19A-GFP strain, flow cytometry, 3 h; hits give low values;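 active = percent response vs DMSO below 50%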;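 note: median channel GFP fluorescence of the barcoded RPL19A-GFP strain; ratio of sample median GFP to plate DMSO average so 100% = DMSO; lower means less RPL19A-GFP as with rapamycin TOR inhibition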
ZTA counter = counter-screen for EBNA-1 inhibitors: inhibitors of Epstein-Barr virus ZTA | P03206 | ZTA-DNA binding, fluorescence polarization | inhibition, % at 11 µM | 320,000 compounds, 0.15% hits; in the data active = inhibition above about 33%
AHR activator = human AHR activation | 320,000 compounds, 2.5% hits | P35869 | AHR-responsive luciferase reporter cells, luminescence | activation, % at 5 µM; in the data active = activation above about 47%;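 note: 0% = vehicle wells and 100% = reference agonist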
LAP4-GFP MLPCN = yeast TOR pathway LAP4-GFP modulation | 320,000 compounds, 0.34% hits | S. cerevisiae LAP4-GFP multiplex, flow cytometry GFP, 3 h; median GFP as percent of DMSO wells | GFP response vs DMSO, % at 10 µM;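 active = GFP response vs DMSO above a set limit, about the screen mean plus 3 SD, cut at about 150% in these data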
procasp3 activ = activators of human procaspase-3; 330,000 compounds, 0.11% hits; P42574; AID 463141; activation, % at 8.5 µM; recombinant procaspase-3 D3A, Ac-DEVD-pNA absorbance 405 nm;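 active = activation above the mean of all tested compounds plus 3 SD, cut at about 21% in these data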;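 note: 0% = DMSO alone and 100% = DMSO wells spiked with extra 5 µM PC-3 D3A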
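Assay system: Procaspase-3 D3A mutant, all three cleavage aspartates alanine. Buffer or medium: Zinc-free HEPES saline buffer with Triton X-100. Times: 1 h compound preincubation, 2 h substrate hydrolysis at 25 °C. Measured by: 405 nm absorbance of p-nitroaniline, reads at 0 and 120 min. Read-out basis: percent activation relative to control range. Replicates: singlicate.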
procasp7 counter = activates human procaspase-7, counter-screen for procaspase-3 activators. recombinant procaspase-7, Ac-DEVD-pNA absorbance 405 nm; D23A/D198A/D206A triple mutant, cannot self-cleave; scale: DMSO 0, 5 µM enzyme 100. activation, % at 8.5 µM. 330,000 compounds, 0.093% hits. AID 463210;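 active = percent activation above the screen-wide mean plus 3 SD, cut at about 25% in these data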
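Test system: Procaspase-7 triple mutant (PC-7 D3A). Also added: Ac-DEVD-pNA substrate, 400 µM as added. Schedule: 1 h enzyme–compound preincubation and 2 h substrate reaction, both 25 °C. Signal: p-Nitroaniline absorbance at 405 nm, read at 0 and 120 min. Control set: low DMSO alone, high DMSO plus 5 µM PC-7.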
MEP2 TOR yeast = modulators of TOR pathway MEP2-GFP in S. cerevisiae; GFP response vs DMSO, % at 10 µM; S. cerevisiae MEP2-GFP strain, flow cytometry GFP, 3 h; 100% = DMSO control level; AID 2016; 330,000 compounds, 0.51% hits;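 active = GFP response versus DMSO above a set limit, roughly screen mean plus 3 SD, cut at about 180% in these data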;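 note: median GFP fluorescence of the barcode-gated MEP2-GFP cells per well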
EBNA-1 inh = blocks EBNA-1 binding to DNA. EBNA-1 DNA binding, fluorescence polarization. inhibition, % at 14.8 µM. 300,000 compounds, 0.34% hits; in the data active = inhibition above about 28%
* hit, by the source's call; . = no result given; [ ] = another dose, or the depositor's remark. An unsorted share of the library (roughly 3.8% active in at least one column).

A first look, 14 compounds:
SMILES	RPL19A TOR yeast	ZTA counter	AHR activator	LAP4-GFP MLPCN	procasp3 activ	procasp7 counter	MEP2 TOR yeast	EBNA-1 inh
O=C(Nc1ccc(-c2nc3ccccc3o2)cc1)c1ccc(N2C(=O)C3C4C=CC(C4)C3C2=O)cc1 (stereo not given)	99	28	-8	102	3	4	105	103*
COCCN(C(=O)COC(=O)Cc1c[nH]c2ccccc12)c1c(N)n(Cc2ccccc2)c(=O)[nH]c1=O	99	1	16	102	0	7	102	0
CCN1CCc2c(sc(NC(=S)NC(=O)c3ccco3)c2C(N)=O)C1	99	3	7	113	-28	-24	109	-9
CNc1nnc(SCC(=O)c2cc(C)n(C3CC3)c2C)s1	95	-20	1	104	7	-3	98	.
Fc1ccccc1NC(=S)NC1CCCC1	105	14	7	81	-1	-9	95	-8
CCCc1c(C(=O)NNc2cc(C(F)(F)F)ccc2Cl)cnn1-c1ccccc1	99	-13	-8	106	7	2	94	0
O=C(COC(=O)COc1ccccc1Cc1ccccc1)Nc1cccnc1Cl	109	7	-1	105	2	4	107	-1
Nc1nc2c3ccccc3nc(C3CC3)n2n1	98	-5	-1	93	-4	-4	103	-11
Cc1cc(C(=O)C(=O)NC(C)C)c(C)n1-c1ccc([N+](=O)[O-])cc1	97	4	-4	98	-5	1	98	13
COC(=O)CSc1nnc([C@H](CC(C)C)NC(=O)OC(C)(C)C)o1	103	-8	0	108	0	-5	101	-14
CC(C)n1cc(-c2nc(C(=O)NN)cs2)c(=O)n(Cc2ccccc2)c1=O	102	6	0	111	-3	2	107	12
COc1cccc(-c2cc(C(=O)N3CCN(C(c4ccccc4)c4ccccc4)CC3)no2)c1	.	-14	0	106	0	1	102	-9
Nc1c(Cl)cc(C2=NCCn3nc4cc([N+](=O)[O-])ccc4c32)cc1Cl	102	11	118*	123	0	0	99	-1
CC(C)C[C@H](NC(=O)C1CC(=O)N(c2ccc3c(c2)OCO3)C1)C(=O)NCc1ccco1 (stereo not given in full)	97	2	1	90	9	3	97	-1

Results, from the start:
SMILES	RPL19A TOR yeast	ZTA counter	AHR activator	LAP4-GFP MLPCN	procasp3 activ	procasp7 counter	MEP2 TOR yeast	EBNA-1 inh
O=C(Nc1ccc(-c2nc3ccccc3o2)cc1)c1ccc(N2C(=O)C3C4C=CC(C4)C3C2=O)cc1 (stereo not given)	99	28	-8	102	3	4	105	103*
COCCN(C(=O)COC(=O)Cc1c[nH]c2ccccc12)c1c(N)n(Cc2ccccc2)c(=O)[nH]c1=O	99	1	16	102	0	7	102	0
CCN1CCc2c(sc(NC(=S)NC(=O)c3ccco3)c2C(N)=O)C1	99	3	7	113	-28	-24	109	-9
CNc1nnc(SCC(=O)c2cc(C)n(C3CC3)c2C)s1	95	-20	1	104	7	-3	98	.
Fc1ccccc1NC(=S)NC1CCCC1	105	14	7	81	-1	-9	95	-8
CCCc1c(C(=O)NNc2cc(C(F)(F)F)ccc2Cl)cnn1-c1ccccc1	99	-13	-8	106	7	2	94	0
O=C(COC(=O)COc1ccccc1Cc1ccccc1)Nc1cccnc1Cl	109	7	-1	105	2	4	107	-1
Nc1nc2c3ccccc3nc(C3CC3)n2n1	98	-5	-1	93	-4	-4	103	-11
Cc1cc(C(=O)C(=O)NC(C)C)c(C)n1-c1ccc([N+](=O)[O-])cc1	97	4	-4	98	-5	1	98	13
COC(=O)CSc1nnc([C@H](CC(C)C)NC(=O)OC(C)(C)C)o1	103	-8	0	108	0	-5	101	-14
CC(C)n1cc(-c2nc(C(=O)NN)cs2)c(=O)n(Cc2ccccc2)c1=O	102	6	0	111	-3	2	107	12
COc1cccc(-c2cc(C(=O)N3CCN(C(c4ccccc4)c4ccccc4)CC3)no2)c1	.	-14	0	106	0	1	102	-9
Nc1c(Cl)cc(C2=NCCn3nc4cc([N+](=O)[O-])ccc4c32)cc1Cl	102	11	118*	123	0	0	99	-1
CC(C)C[C@H](NC(=O)C1CC(=O)N(c2ccc3c(c2)OCO3)C1)C(=O)NCc1ccco1 (stereo not given in full)	97	2	1	90	9	3	97	-1
COc1cc(OC)c(C(=O)OC(C)C(=O)NCc2ccc3c(c2)OCO3)cc1OC (stereo not given)	95	.	0	100	6	0	100	.
C=CC[C@@H](CC(=O)NCCO)C(=O)NC[C@@H](OC(=O)[C@H](CC=C)CC(=O)OC(C)(C)C)c1ccccc1	93	.	2	87	-3	6	92	.
CCn1c(SCC(=O)NC(C)(C)C)nnc1-c1ccoc1C	101	14	0	104	4	5	104	3
Cc1cccc2cc(C#N)c(NCCCNS(=O)(=O)c3ccc(Cl)cc3)nc12	100	-5	13	102	-2	-8	102	-8
O=C(O)CC1S/C(=N\N=C/c2ccccc2)N(c2ccc(O)cc2)C1=O (stereo not given)	114	-2	2	81	1	-9	89	-4
O=C(CN1CCN(Cc2ccc(F)cc2)C1=O)NC1CCCC1	103	9	-1	104	3	-1	101	5
CCN(CC)S(=O)(=O)N1CCN(S(=O)(=O)N2CCOCC2)CC1	102	-3	0	97	5	8	108	-4
Fc1cccc(NC(=S)NNc2ccccc2)c1	103	-3	44	99	-7	-12	95	-7
CCOC(=O)C1CSC2(CCC(c3ccccc3)CC2)N1 (stereo not given)	104	8	1	95	-11	-20	97	10
COc1ccc(Nc2nc3c(C)cccn3c(=O)c2C=NCc2ccccc2)cc1	95	5	10	104	6	-2	92	-1
CN1CCN(CC(C)(C)NS(=O)(=O)c2ccc(Cl)cc2)CC1	99	-3	-3	96	7	5	102	-7
(cont.)
SMILES	RPL19A TOR yeast	ZTA counter	AHR activator	LAP4-GFP MLPCN	procasp3 activ	procasp7 counter	MEP2 TOR yeast	EBNA-1 inh
Cc1ccc2[nH]c3c(=O)n4c(nc3c2c1)SCC4	95	1	123*	98	3	-1	97	2
CCSC1=NCCN1C(=O)c1ccc(S(=O)(=O)N(C)C)cc1	107	-10	2	100	5	0	107	4
Cc1ccc(CN2CCc3c(OCC(=O)Nc4cccc(C)c4C)cccc3C2=O)cc1	104	-5	14	101	2	3	101	-9
CCN(C(=O)CSc1nnc(-c2ccc(F)cc2)c2ccccc12)C1CCS(=O)(=O)C1 (stereo not given)	94	-6	0	88	-7	4	93	-9
O=C(O)C1Cc2ccccc2CN1C(=O)COc1ccc(Cl)cc1 (stereo not given)	99	-4	-2	106	-9	-7	103	-4
CC(OC(=O)c1ccc(CN2CCCC2=O)cc1)C(=O)Nc1ccc(Cl)cc1 (stereo not given)	103	-28	0	126	-15	0	122	.
O=C(Nc1scc(-c2ccccc2)c1C(=O)O)c1ccc(F)cc1	114	10	3	85	-4	-9	90	7
COc1ccccc1C(O)(C(=O)NNc1ccccc1C)c1ccccc1OC	98	0	1	86	-3	-3	105	3
COC(=O)C(C(=O)NCC1CCCO1)C1CCCC1 (stereo not given)	101	-11	-1	102	1	-1	110	5
O=C(CCCc1ccccc1)Nc1ccccc1[N+](=O)[O-]	99	5	0	87	-1	2	102	1
CS(=O)(=O)N(CC(=O)N1CCCC1)c1ccc(Cl)cc1Cl	104	-11	2	97	4	4	108	-10
COc1cc(NS(=O)(=O)c2ccc(NC(=O)/C=C/c3ccc([N+](=O)[O-])cc3)cc2)ncn1	97	9	0	94	-15	10	94	4
CCOc1ccc(-c2ccc(SCC(=O)N3CCN(c4ccccc4)CC3)nn2)cc1	105	-4	4	79	0	10	96	-1
O=C(Cc1ccc2c(c1)CCCC2)Nc1ccccc1Br	96	-4	2	98	-1	-14	95	3
Cn1ccnc1SCC(=O)NC1CCCCC1	91	-2	0	99	-3	5	100	4
C#CCOCCOCCOCCNc1nc(N2CCN(C(=O)CCCCCCCCCCNC(=O)Cn3cc(C[C@@H](C)O)nn3)CC2)nc(N2CCN(C(=O)CCCCCCCCCCNC(=O)Cn3cc(C[C@@H](C)O)nn3)CC2)n1	105	10	-1	107	-1	6	99	7
COc1cc(/C=N/Nc2nc3ccccc3s2)cc([N+](=O)[O-])c1O	106	5	41	88	3	-6	109	8
COc1cc(C)nc(NC(=O)COc2ccc(Cl)cc2C)n1	96	10	2	105	-4	-8	106	11
C=CCn1c(SCC(=O)N2CCOCC2)nc(O)cc1=O	102	8	-2	107	10	1	105	-14
COc1ccc(Br)c(C(=O)Nc2cccc(Cl)c2Cl)c1	105	-20	24	102	3	1	95	-10
CCCc1c(C(=O)Nc2ccc(OC)cc2)cnn1-c1ccccc1	42*[may fluoresce violet]	-7	73*	96[may fluoresce violet]	-1	-1	208*[may fluoresce violet]	1
CCOc1ccc(CCNS(=O)(=O)c2cc3c(cc2C)NC(=O)CO3)cc1OCC	104	5	2	117	-2	9	105	7
Cc1ccc(CNC(=O)C(Cc2ccccc2)n2cccc2)cc1 (stereo not given)	98	-8	0	111	1	1	111	-3
Cc1ccc(/C(N)=N/OC(=O)c2ccc3c(c2)OCO3)cc1	103	8	9	115	-5	-1	101	1
O=C(NNc1ccccc1)C(=O)NNS(=O)(=O)c1ccc(CCCl)cc1	100	9	0	106	3	-7	99	5
Later entries
SMILES	RPL19A TOR yeast	ZTA counter	AHR activator	LAP4-GFP MLPCN	procasp3 activ	procasp7 counter	MEP2 TOR yeast	EBNA-1 inh
C=CCOc1ccc(C2NC(=S)NC3=C2CCc2ccccc23)cc1 (stereo not given)	96	-13	0	116	-3	-16	96	-4
C[C@@H]1CCC[C@H](C)N1NC(=O)c1ccc(Cl)c(S(N)(=O)=O)c1	100	17	-4	105	4	0	97	9
COc1ccc(OC)c(N2CC(O)=C(c3nc4ccccc4s3)C2=N)c1	103	2	-2	106	-5	-14	102	-14
COc1ccc(C2=NOC(Cn3nc(C(=O)NCc4ccco4)cc3-c3ccccc3)C2)cc1 (stereo not given)	96	1	0	100	6	4	100	8
COc1ccc(-c2csc3nc(-c4cccnc4)nc(Cl)c23)cc1OC	97	3	-13	119	-7	-4	86	12
O=C(NC(=S)Nc1ccc(O)cc1)c1cncc(Br)c1	100	0	16	136	-21	-17	104	8
O=C(O)c1c(Cl)cccc1Cl	98	5	-3	96	0	-12	97	.
CCOc1ccc(NC(=O)CN(C)C(=O)CCNC(=O)c2ccccc2Cl)cc1OCC	91	6	2	88	-1	2	94	-5
CCOCCCNC(=S)N1CCN(c2nc(-c3ccc(F)cc3)cs2)CC1	98	-1	-1	104	-1	4	109	1
OCc1ccccc1N=Cc1cccnc1	102	7	-1	95	12	-1	100	2
COc1ccc(F)cc1CN1CCN(c2ncnc3scc(-c4ccccc4)c23)CC1	100	-3	0	103	-1	1	97	-5
CCCn1c(N)c(N(CCOC)C(=O)c2ccccc2)c(=O)[nH]c1=O	96	4	1	106	0	-1	100	-3
COCCCNc1nc2c(c(=O)n(Cc3ccc(Cl)cc3)c(=O)n2C)n1C	108	1	9	93	-3	-4	107	-5

Given with each value named: part of the list above
COc1ccc(F)cc1CN1CCN(c2ncnc3scc(-c4ccccc4)c23)CC1
  RPL19A TOR yeast = 100 | ZTA counter = -3 | AHR activator = 0 | LAP4-GFP MLPCN = 103 | procasp3 activ = -1 | procasp7 counter = 1 | MEP2 TOR yeast = 97 | EBNA-1 inh = -5
CCCn1c(N)c(N(CCOC)C(=O)c2ccccc2)c(=O)[nH]c1=O
  RPL19A TOR yeast = 96 | ZTA counter = 4 | AHR activator = 1 | LAP4-GFP MLPCN = 106 | procasp3 activ = 0 | procasp7 counter = -1 | MEP2 TOR yeast = 100 | EBNA-1 inh = -3
